GALK inh: galactokinase (human) inhibition; P51570; Purified GALK, Kinase-Glo residual ATP luminescence; Potency, µM (series often up to 57.5 µM), without a hit: at the highest dose activity change, negative = inhibition, hits mostly inhibitors; actives 0.007% (n = 270,000); AID 1868; further: potency means the concentration at half of the fitted maximal effect
Target sequence (P51570 whole entry, looked up): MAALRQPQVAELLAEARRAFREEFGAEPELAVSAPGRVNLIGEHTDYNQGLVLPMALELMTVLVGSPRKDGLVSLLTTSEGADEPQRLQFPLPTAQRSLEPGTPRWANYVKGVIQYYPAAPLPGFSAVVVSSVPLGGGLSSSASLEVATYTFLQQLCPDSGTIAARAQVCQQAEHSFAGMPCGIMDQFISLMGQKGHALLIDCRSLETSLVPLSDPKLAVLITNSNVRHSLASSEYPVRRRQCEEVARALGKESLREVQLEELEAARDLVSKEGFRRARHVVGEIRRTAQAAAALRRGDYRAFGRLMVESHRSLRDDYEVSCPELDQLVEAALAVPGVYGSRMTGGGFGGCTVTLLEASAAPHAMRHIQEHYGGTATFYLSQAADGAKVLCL
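Galactose (100 uM) and ATP (35 uM) were turned over by 5 nM GALK for 1 h at RT. Kinase-Glo Plus then converted the remaining ATP into a luminescent signal.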
B2AR arrestin: recruits beta-arrestin to the human beta2-adrenergic receptor. P07550. beta-arrestin recruitment to beta2AR, cell-based reporter. Potency, µM (doses to about 46.1 µM), inactives show at the highest dose activation, most hits filed as activators. actives 0.02% (n = 330,000);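 further: potency means the concentration at half of the fitted maximal effect; 0% = DMSO controls and full agonism = EC100 isoproterenol or metaproterenol; nearly all actives have a fitted effect of over 65% in size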
Target sequence (P07550 whole entry, looked up): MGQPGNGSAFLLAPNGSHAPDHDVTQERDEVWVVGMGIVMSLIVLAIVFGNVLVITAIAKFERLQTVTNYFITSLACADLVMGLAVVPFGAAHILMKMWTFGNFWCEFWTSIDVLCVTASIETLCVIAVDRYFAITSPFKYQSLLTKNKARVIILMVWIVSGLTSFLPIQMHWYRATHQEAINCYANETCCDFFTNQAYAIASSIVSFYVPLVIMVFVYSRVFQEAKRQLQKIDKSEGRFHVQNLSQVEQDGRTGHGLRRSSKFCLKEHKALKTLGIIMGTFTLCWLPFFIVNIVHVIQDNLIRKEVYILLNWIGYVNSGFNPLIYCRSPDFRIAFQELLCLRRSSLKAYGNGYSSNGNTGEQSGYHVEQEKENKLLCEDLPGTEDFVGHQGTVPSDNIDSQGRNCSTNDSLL
Giardia killer: kills Giardia lamblia. Giardia lamblia trophozoite viability. AID 540267. actives 0.15% (n = 340,000). activity change, % at 7.66 µM, hits read low; in the data active means activity change below about -80%; inconclusive means between about -30% and that limit;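 further: parasites exposed to compound for two days anaerobically before the ATP read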
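Anaerobic 48 hrs incubation at 37 deg C of 100 trophozoites/well with test compounds; ATPLite 1-Step luminescence, 15-30 min RT, reports cellular ATP as viability.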
Chronic BCR inh: chronic active BCR signaling inhibition. ABC-DLBCL IkBa-CBG/CBR reporter, luminescence ratio, 4 h. Potency, µM (doses to about 46.1 µM), inactives show top-dose ratio change, negative = lower green/red ratio, actives largely listed as inhibitors. actives 0.05% (n = 340,000); active means well fitted inhibition curve with a large enough effect in the signal ratio, with a control signal flat, not every such curve was filed as active; inconclusive means small, poorly fitted or top-dose-only effect, or effect the other way, or a change in a side signal; the % refers to the signal ratio;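 further: potency means the concentration at half of the fitted maximal effect; plate controls were basal doxycycline-induced cells for no effect and cells given 10 µM MG132 for full effect; MG132 reads +100%, hits lower the ratio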
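Doxycycline induced both beetle luciferases in TMD8 lymphoma cells; IKK-driven degradation limits the IkappaBalpha-fused green signal, while red luminescence normalises for cell number and nonspecific effects. Compounds tested up to 46 uM, 4 hrs.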
Coupling enz: coupling enzyme interference in Giardia aldolase counter-screen; AID 2472; actives 0.67% (n = 290,000); activity change, negative = inhibition, % at 58.2 µM, hits read low; coupling enzyme system counterscreen, AmpLite Red fluorescence; in the data active means activity change below about -30%
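Counterscreen lacking aldolase: glyceraldehyde-3-phosphate coupling-enzyme reagent preincubated 10 min at RT with compound (at 57.5 uM final), then substrate/coupling system with AmpLite Red added; fluorescence read at 525/598 nm after 20 min RT.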
PKM2 activator: PKM2 (human) enzyme activation | AID 1631 | Potency, µM (top dose mostly 57.5 µM), for the others: at the top dose activation, most hits filed as activators | actives 0.34% (n = 260,000) | purified PKM2, Kinase-Glo ATP luminescence, activation; response scale: 0% is enzyme alone, no compound; further: potency means the concentration at half of the fitted maximal effect; nearly all actives have a fitted effect of over 55% in size
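hPK-M2, >95% pure; 0.1 mM ADP / 0.5 mM PEP final; imidazole pH7.2 buffer w/ 7 mM MgCl2, 50 mM KCl; 1 h RT; Kinase-Glo lum. Intermediate enzyme activity for dual inhibitor/activator qHTS.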
USP2a inh: inhibitors of human ubiquitin-specific protease USP2a | O75604 | USP2 core, Ub-CHOP2 coupled fluorogenic reporter, 485/531 | Potency, µM (highest dose often 38.3 µM), for the others: at the highest dose activity change, negative = inhibition, actives largely listed as inhibitors | actives 0.01% (n = 330,000);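 further: potency means the concentration at half of the fitted maximal effect; plate controls were DMSO wells for no effect and full inhibition by NEM control for full effect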
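Deubiquitinase activity read as fluorescence (485/531 nm) after Ub-CHOP2 cleavage activates the enterokinase reporter on its substrate; USP2 core 10nM, Ub-CHOP2 and substrate 25nM each, 30min compound preincubation then 60min RT; data normalized to NEM, curves fitted.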
uPA surface inh: cell surface uPA generation inhibition; cell surface uPA generation assay, qHTS; Potency, µM (titrated, usually from 38.3 µM), for the others: top-dose activity change, negative = inhibition, actives largely listed as inhibitors; actives 0.31% (n = 330,000); AID 540303; active means well fitted inhibition curve with a large enough effect; inconclusive means small, poorly fitted or top-dose-only effect; inactive means no such curve, though single readings can be large or run the other way; tested in mouse RAW 264.7 cells; further: potency means the concentration at half of the fitted maximal effect; nearly all actives have a fitted effect of over 55% in size
Eya2 phos inh: inhibitors of human Eya2 phosphatase activity; O00167; recombinant Eya2, OMFP fluorescence dephosphorylation (OMFP is methylfluorescein phosphate); Potency, µM (highest dose often 76.9 µM), without a hit: top-dose activity, negative = inhibition, actives largely listed as inhibitors; actives 0.006% (n = 330,000); AID 488837; further: potency means the concentration at half of the fitted maximal effect
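Eya2 (0.2 uM) preincubated 10 min at ambient with compound, then OMFP substrate added at 50 uM; 10 min reaction in 50 mM HEPES pH 7.5, 50 mM NaCl, 5 uM MgCl2, 0.05% BSA, 1 mM DTT. Fluorescence read at Ex 485/Em 525 nm.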
KCNH2 3.1 inh: blocks the human KCNH2 3.1 channel isoform | activity change, % (tested at about 1.8 µM) | actives 0.95% (n = 340,000) | U2OS KCNH2 3.1, thallium flux FluxOr; hits give low values | AID 720553;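 active means maximum activity change below -70%; inconclusive means maximum activity change from -70% to -50%; inactive means maximum activity change above -50%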;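 further: thallium influx rate constant from kinetic fluorescence after stimulation buffer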
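Thallium flux read-out: FluxOr dye with Red40 quencher in HBSS/HEPES, 45 min at RT. Rate constants from kinetic reads were normalized to positive and negative DMSO controls. Cells: U2OS virally expressing the 3.1 isoform.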
hERG WT inh: inhibitors of human wildtype KCNH2 potassium channel. Q12809. actives 0.37% (n = 340,000). AID 720551. activity change, % at 1.84 µM. U2OS, BacMam KCNH2, thallium flux FluxOr; hits give low values;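 active means maximum activity change below -70%; inconclusive means maximum activity change between -70% and -50%; inactive means maximum activity change above -50%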
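U2OS cells transduced with wild-type KCNH2 virus are loaded with FluxOr dye for 45 min, and thallium flux is measured in kinetic reads before and after stimulation buffer. Rate constants are normalized to DMSO controls.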
An asterisk follows results filed as active; ? = inconclusive; nt = not tested or not shown; & = joins results of further samples; [ ] = dose if it differs, or a comment. Unless noted, the call rests on the fitted dose curve; in most records, active means well fitted curve in the direction sought with a large enough effect; inconclusive means small, poorly fitted or top-dose-only effect, or another doubt; inactive means no such curve, though single readings can be large; an effect the other way counts as inactive or inconclusive. Unless noted, on the % scale 0 is the no-effect control and ±100 the full control effect.

Molecule | GALK inh | B2AR arrestin | Giardia killer | Chronic BCR inh | Coupling enz | PKM2 activator | USP2a inh | uPA surface inh | Eya2 phos inh | KCNH2 3.1 inh | hERG WT inh
CCC(CC)C(=O)Nc1nnc(-c2cccs2)s1 | -1% | -0.1% | -8 | ? | 2 | 9% | -2% | -1% | -4% | 9 | -3
CN(C)c1ccc(C(=O)OCC(=O)Nc2ccc(S(N)(=O)=O)cc2)cc1 | 4% | -1.1% | -15 | -1% | 3 | 3% | -1% | 2% | 20% | 2 | 2
Cc1ccc(CNC(=O)CSc2nnnn2C)cc1 | -2% | 0.3% | -2 | 1% | -1 | -3% | 1% | 1% | -13% | -9 | -3
Cc1cc(C(=O)CSc2nc(N)cc(=O)[nH]2)c(C)n1CCc1ccc(Cl)cc1 | -2% | -0.1% | 14 | ? | 0 | 3% | 2% | 1% | -6% | -11 | 11
FC(F)(F)c1ccc(N2CCOCC2)c(NC2=NCCCCC2)c1 | 4% | -0.6% | 13 | 5% | -5 | 4% | 2% | -3% | -6% | 15 | -3
O=C(Cn1cc2c(n1)CCCCC2)NC1CCCCCC1 | -1% | 0.5% | 15 | -1% | 0 | -2% | 2% | -20% | -2% | 3 | -5
COc1ccc(CCNC(=O)C(=O)NCC2OCCN2S(=O)(=O)c2ccc(Br)cc2)cc1OC (configuration not stated) | -1% | -0.4% | 13 | -9% | 0 | -1% | 0% | -3% | 0% | -1 | -11
CN=C(Nc1cc(C)nn1-c1ccccc1)c1ccc(F)cc1 | 19% | -0.3% | -6 | 4% | 6 | 2% | 1% | -3% | 1% | -12 | -12
CC(C)CN(c1ccccc1)S(=O)(=O)c1nnc(NC(=O)c2ccco2)s1 | 2% | 0.0% | -2 | ? | 20 | -8% | 1% | -4% | 3% | -5 | 0
CN(CCOC(=O)c1ccc2c(c1)OCCO2)C(C)(C)C | 0% | -0.3% | 0 | ? | 3 | 17% | -1% | 9% | -3% | 0 | -1
CCCc1nnc(NC(=O)CCC(=O)N2CCCCCC2)s1 | 3% | -0.6% | -2 | -2% | 0 | -12% | -2% | 2% | -4% | -19 | 9
CC(Oc1cccc(Cl)c1)C(=O)NCCCCc1ccccc1 (configuration not stated) | 2% | -0.5% | 15 | 3% | 1 | 1% | -2% | 2% | 5% | -3 | 0
COc1ccc(N2CCN(C(c3nnnn3CCc3ccccc3)C(C)C)CC2)cc1 (configuration not stated) | -6% | -0.5% | 8 | ? | -1 | 12% | 0% | 2% | 9% | -33 | 9
Cc1cc(C(=O)OCC(=O)NC(=O)c2cccn2C)c2ccccc2n1 | -1% | -0.1% | -6 | 9% | -3 | -1% | 2% | -1% | -10% | 7 | -14
CC[C@]12c3[nH]c4cc(CCC(=O)N(C)C)ccc4c3CCN1C(=O)[C@@H](CC(=O)NCCCN(C)C)C[C@@H]2C(=O)N1CCN(C(=O)c2ccco2)CC1 | nt | 0.1% | -8 | ? | nt | nt | -1% | 3% | 5% | 9 | 4
C/C(N)=C(/C#N)C(=O)CSc1nc(-c2ccccc2)c(-c2ccccc2)o1 | -2% | 0.3% | 5 | 18% | 1 | 7% | -11% | 2% | -13% | -6 | 1
C=CCNc1nc(C(=O)OC(C)C(=O)c2ccc(C)cc2)cs1 (configuration not stated) | nt | 0.2% | -13 | ? | nt | nt | 0% | 5% | -21% | 6 | -8
O=C(C1CCCN(Cc2ccccc2F)C1)N1CCc2ccccc2C1 (configuration not stated) | -3% | -1.0% | -5 | -2% | 1 | -14% | -4% | 6% | ? | -8 | 11
COc1ccc(OC)c(NC(=O)CSc2nc(=O)n(CCN3CCOCC3)c3c2CCCC3)c1 | nt | 0.1% | -3 | 0% | nt | nt | 1% | 5% | 3% | -16 | -11
COc1ccc(OC)c(C(C)NC(=S)Nc2ccc(S(=O)(=O)Nc3ncccn3)cc2)c1 (configuration not stated) | -4% | -0.4% | -9 | 0% | 1 | -1% | 1% | 1% | -5% | nt | -4
NS(=O)(=O)c1ccc(N=Cc2c(O)n(-c3nccs3)c(=O)c3ccccc23)cc1 | -1% | -0.4% | -29 | ? | 1 | -3% | 3% | -1% | -4% | 8 | -8
CC1(C)CC(=O)C(CCCN2C(=O)c3ccccc3C2=O)C(=O)C1 | 0% | -1.0% | -10 | 2% | 0 | 1% | 3% | nt | -1% | -11 | -5
Cc1ccc(OCC(=O)Nc2cccc3ccccc23)c([N+](=O)[O-])n1 | nt | -0.8% | -28 | -4% | nt | nt | 10% | -9% | -30% | 20 | -4
Cc1cc(C(=O)N2CCN(C(c3ccccc3)c3ccccc3)CC2)no1 | -2% | -0.6% | 7 | -10% | 5 | -5% | -1% | nt | -14% | -7 | 15
CCCCOc1ccc(C(=O)OCC(=O)NC2CCCC2)cc1 | -2% | -0.8% | -3 | -1% | 3 | nt | 0% | 0% | 11% | -1 | -7
O=C(NCc1ccco1)c1ccc(S(=O)(=O)N2CCCCCC2)cc1 | nt | 2.8% | -12 | -3% | nt | nt | 0% | 2% | 11% | -25 | -16
COc1ccc(CCNC(=O)CCCCCN2C(=O)c3ccccc3C2=O)cc1OC | 1% | -1.0% | 18 | 3% | -4 | 6% | -1% | 3% | 7% | -6 | 0
CCOc1ccc(Cn2c(=O)sc3ccccc32)cc1 | -1% | 0.0% | -8 | -6% | 11 | -2% | 3% | 3% | -30% | 7 | 4
O=C(CNS(=O)(=O)c1ccccc1)OCC(=O)c1ccc(F)cc1 | 0% | -0.1% | -14 | -11% | -2 | -4% | -1% | -2% | ? | 12 | -5
CCCn1c(/C=C/c2ccccc2)nc2ccccc21 | 3% | -0.1% | -8 | 10%&10% | -16 | 11% | -1% | ? | 13% | -23 | -20
O=C(CNCc1ccc(Cl)cc1)Nc1ccc(C(=O)N2CCCCC2)cc1 | 1% | 0.0% | 14 | 10% | 3 | 7% | 2% | 0% | -4% | 5 | -1
CC(Oc1ccccc1)C(=O)N1CCc2ccccc2C1 (configuration not stated) | -3% | -4.5% | 2 | 9% | 0 | 0%[11.5 µM] | 2% | -10% | 11% | 8 | -9
CNC(=S)NCCc1ccccc1 | 0% | 0.1% | 31[activator] | -7% | -1 | -6% | 0% | 0% | -5% | 6 | 4
CC(=O)N(Cc1cc(=O)[nH]c2ccccc12)c1cccc(C)c1 | 4% | -1.0% | -11 | ? | 4 | -2% | -8% | -2% | 17% | -9 | -1
O=C(CN1C(=O)C2CC=CCC2C1=O)Nc1nc(-c2ccc(F)c(F)c2)cs1 (configuration not stated) | nt | 0.4% | 0 | ? | nt | nt | 2% | -17% | 0% | 3 | 22
Cc1cc(C(=O)NNC(=O)c2ccc(Cl)cc2)no1 | -1% | -0.4% | -2 | ? | 5 | -1% | -1% | 0% | 0% | -3 | 1
CC(=O)Nc1cccc(NC(=O)CCCC2CCCCC2)c1 | 6% | 0.6% | 2 | -1% | nt | 6% | 4% | -4% | 8% | -13 | -6
Cc1cccc(OCC(=O)NCCCNC(=O)c2ccncc2)c1 | 2% | -0.5% | 6 | 1% | nt | -17% | -1% | 1% | -6% | 0 | 0
COCc1c(C(=O)OCC(=O)NCCN2C(=O)CSC2=O)oc2ccccc12 | nt | -1.1% | 0 | -2% | 4 | -4% | 1% | -4% | 0% | 8 | -120*
CCn1nnnc1NC(=O)c1cccc(OC)c1 | 3% | -1.1% | -11 | ? | 0 | -9% | 3% | -8% | -3% | 4 | 7
Cc1ccc(NCc2n[nH]c(=S)n2-c2ccccc2)cc1Cl | -1% | -0.2% | 0 | 5% | 1 | -11% | -1% | -4% | 1% | 7 | -7
Cc1c(Cl)c(=O)oc2cc(OC(C)C)ccc12 | 1% | -0.4% | 2 | 4% | -1 | 4% | 1% | 3% | 1% | -8 | 22
CC(=O)c1c(C)[nH]c(C(=O)NCc2ccccc2Cl)c1C | 5% | -0.3% | 2 | 0% | 0 | 7.9µM* | -2% | -9% | -1% | 9 | 12
CCC(C)NC(=O)CS(=O)Cc1nc(-c2cccc(OC)c2)oc1C (configuration not stated) | 2% | 0.0% | 13 | ? | 2 | 6% | -1% | -1% | -20% | 22 | 26
CN(C)CCn1cnc2c1c(=O)n(C)c(=O)n2C | -3% | 0.3% | 28 | -1% | nt | -3% | 2% | 6% | -5% | 9 | -8
CN(C(=O)COC(=O)c1cc[n+]([O-])cc1)c1ccccc1 | 3% | -0.4% | 3 | 2% | nt | -3% | 0% | 2% | 0% | -3 | -18
COc1cc(NC(=O)C2CCCN(c3ncccn3)C2)cc(OC)c1 (configuration not stated) | 2% | 0.4% | -4 | ? | -6 | 1% | 2% | 4% | -4% | -43 | -2

Looked up above.
COc1cc(NC(=O)C2CCCN(c3ncccn3)C2)cc(OC)c1 (configuration not stated) in GALK inh = 2%
CN(C)CCn1cnc2c1c(=O)n(C)c(=O)n2C in GALK inh = -3%
CC(=O)c1c(C)[nH]c(C(=O)NCc2ccccc2Cl)c1C in Giardia killer = 2

Source: PubChem BioAssay

The order is random; 2.4% or so of the library scored in one or more.
